# DDE Tn7 FP inh: DD(E)-Tn7 binding inhibition, primary FP screen; P02675; FP displacement of FITC-Tn7 peptide from fibrin DD(E); 0% = median of compound wells per plate; inhibition, % at 8.3 µM; 370,000 compounds, 0.13% hits;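 active means inhibition above the mean of compounds falling within the control limits plus 3 SD of them, cut at about 14% in these data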;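 further: 0% = plate median of compound wells and 100% = 10 µM Aha-Tn7 peptide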
#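 Assay system: human fibrin DD(E). Input: DD(E) 2 µM final. Medium: Tris buffer with calcium and detergent, pH 7.8. Compound dosing: single point at 8.3 µM. Timing: 10 min plus 3 h, room temperature. Technique: fluorescence polarization of the labelled Tn7 tracer. Read-out: percent inhibition. Replicates: singlicate testing.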
# ARFGAP1 inhibitor: inhibits rat ARF GTPase activating protein 1; Q62848; Arfgap1-stimulated ARF1 GTP hydrolysis, GDP FP detection; inhibition, % at 16.5 µM; 360,000 compounds, 0.26% hits;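 active means inhibition above a per-plate limit, mean inhibition of low control wells plus 3 SD, cut at about 25% in these data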;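 further: 0% = DMSO wells with enzyme and 100% = wells lacking Arfgap1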
# Target sequence (Q62848 1-136 limits assumed): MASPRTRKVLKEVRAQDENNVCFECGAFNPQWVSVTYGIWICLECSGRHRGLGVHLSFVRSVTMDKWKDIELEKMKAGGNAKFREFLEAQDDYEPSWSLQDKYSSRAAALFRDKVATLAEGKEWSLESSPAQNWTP
#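 Material – truncated rat Arfgap1 GAP domain · Buffer or medium – HEPES-based buffer, pH 7.5 · Reagent – human ARF1(Δ1-17)-GTP substrate · Dosing – 16.5 µM single point, 1.26% DMSO · Schedule – GTP hydrolysis reaction 2 h at 25 °C · Technique – GDP detection by fluorescence polarization · Benchmarks – No-Arfgap1 wells (100%) versus DMSO full-reaction wells (0%) · Repeats – single replicate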
# KLK7 zymogen act: activators of human kallikrein-7 zymogen; P49862; purified proKLK7, EDANS-DABCYL substrate fluorescence; 100% is mature enzyme control, 0% vehicle; 370,000 compounds, 0.9% hits; activation, % at 7 µM;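 active means activation above the mean of all tested compounds plus 3 SD, computed per campaign excluding outliers beyond control limits, cut at about 13% in these data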
# DDE Tn6 FP inh: disrupts Tn6 cyclic peptide binding to fibrin D-Dimer-E complex; P02675; Fibrin DD(E) TRITC-Tn6 fluorescence polarization displacement; inhibition, % at 8.3 µM; 370,000 compounds, 0.21% hits; AID 720509;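 active means inhibition above a per-campaign cutoff: mean of compounds within control limits plus 3 SD, cut at about 15% in these data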;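 further: 0% = median of all compound wells on the plate and 100% = blocking peptide control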
# PLCb3 inh: blocks human PLC-beta3 enzyme activity | Q01970 | Purified PLC-beta3, fluorogenic substrate, fluorescence | inhibition, % at 12.2 µM | 370,000 compounds, 0.18% hits | AID 720704; in the data active means inhibition above about 11%;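 further: 0% = median of compound wells on plate and 100% = full blocker control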
# PLC-gamma1 inh: inhibitors of human phospholipase C gamma1; P19174; inhibition, % at 12.2 µM; 370,000 compounds, 0.84% hits; purified PLC-gamma1, fluorogenic substrate, fluorescence; in the data active means inhibition above about 9.5%
# ASAP1 inh: blocks human ASAP1-stimulated Arf1 GTP hydrolysis; inhibition, % at 16.5 µM; 360,000 compounds, 0.19% hits; GDP FP detection; in the data active means inhibition above about 25%;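 further: 0% = vehicle with enzyme and substrate and 100% = no enzyme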
# Rev-erbA mod: Rev-erb alpha (human) modulation; AID 1259318; activity, % at 10 µM; Rev-erbα–FITC-DNA binding, fluorescence polarization, 90 min; P20393; 370,000 compounds, 0.79% hits;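 active means activity above about 14%, limit read from the data; passing the limit was not always enough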;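 further: 0% = DMSO wells with 35 nM protein and 100% = DMSO wells with 750 nM protein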
# HGIII-sPLA2 inh: Blocks human group III sPLA2 activity. Q9NZ20. QFRET BODIPY PC-A2 liposome hydrolysis, fluorescence. inhibition, % at 12.2 µM. 370,000 compounds, 0.56% hits;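 active means inhibition above mean plus 3 SD of compounds lying within the high and low control bounds, cut at about 19% in these data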;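 further: 0% = median of test compound wells and 100% = no enzyme DMSO wells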
# UHRF1 MBD2 ctr: blocks human UHRF1 binding to methylated DNA | UHRF1 binding to methylated oligo, TR-FRET | AID 687016 | inhibition, % at 4.4 µM | 370,000 compounds, 0.75% hits | Q96T88; in the data active means inhibition above about 21%;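 further: UHRF1 SRA domain binding a hemimethylated CpG hairpin DNA probe; 0% = median of test compound wells and 100% = reference inhibitor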
# Target sequence (Q96T88 whole entry, looked up, the tested form may be a part): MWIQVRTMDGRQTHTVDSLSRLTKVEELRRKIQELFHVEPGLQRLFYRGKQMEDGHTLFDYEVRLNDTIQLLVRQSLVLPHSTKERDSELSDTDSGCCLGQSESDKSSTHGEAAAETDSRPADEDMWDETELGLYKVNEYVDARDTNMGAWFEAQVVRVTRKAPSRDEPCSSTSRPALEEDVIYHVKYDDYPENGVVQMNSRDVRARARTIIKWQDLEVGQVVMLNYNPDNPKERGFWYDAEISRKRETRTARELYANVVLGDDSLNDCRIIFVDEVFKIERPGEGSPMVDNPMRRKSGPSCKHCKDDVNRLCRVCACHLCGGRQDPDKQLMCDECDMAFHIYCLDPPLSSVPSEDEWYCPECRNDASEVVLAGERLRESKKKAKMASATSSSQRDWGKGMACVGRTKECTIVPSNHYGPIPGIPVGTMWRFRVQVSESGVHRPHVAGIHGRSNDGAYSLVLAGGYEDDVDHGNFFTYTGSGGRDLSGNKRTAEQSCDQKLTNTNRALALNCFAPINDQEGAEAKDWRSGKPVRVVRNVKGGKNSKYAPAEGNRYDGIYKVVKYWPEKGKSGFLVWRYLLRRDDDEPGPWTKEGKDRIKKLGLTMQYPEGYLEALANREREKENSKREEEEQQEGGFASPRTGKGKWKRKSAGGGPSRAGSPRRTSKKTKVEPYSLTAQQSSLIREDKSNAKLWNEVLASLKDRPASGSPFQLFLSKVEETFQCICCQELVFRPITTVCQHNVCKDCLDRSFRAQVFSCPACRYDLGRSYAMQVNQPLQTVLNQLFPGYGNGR
# The depositor's hits bear a star; i = inactive; . = no result given.
SMILES,DDE Tn7 FP inh,ARFGAP1 inhibitor,KLK7 zymogen act,DDE Tn6 FP inh,PLCb3 inh,PLC-gamma1 inh,ASAP1 inh,Rev-erbA mod,HGIII-sPLA2 inh,UHRF1 MBD2 ctr
CCOC(=O)N1CCN(C(=O)CNC2CCCCCCC2)CC1,-1,-2,-0.1,0,-6,-1,-12,-3,4,-1
Cc1ccc(NC(=O)c2ccc(Br)o2)cc1S(=O)(=O)N(C)C,1,6,-0.6,-4,1,3,-12,6,-3,0
COc1ccccc1NC(=O)Nc1nnc(C(C)C)s1,-3,0,0.3,-3,2,3,-4,1,-9,-2
Cc1ccc(N(C(=O)Nc2ccccc2)C2=NCCC2)cc1,1,12,0.2,-5,-2,1,12,-4,0,-1
CCOC(=O)C1(C)NC(c2ccco2)C2C(=O)N(c3ccccc3)C(=O)C21 (stereo not given),1,11,-0.2,2,1,-1,-3,2,-2,-1
Cc1ccc(SCc2c(C#N)c3ccccc3n2C)cc1,-1,-4,0.6,0,-1,1,4,6,-3,2
Cc1ccc(CN2CCSc3ccc(C(=O)NCc4cccnc4)cc32)cc1,4,-10,-35,-4,i,i,9,4,-2,5
Nn1cnnc1SCC(=O)Nc1ccc(C2CCCCC2)cc1,-2,10,0.5,-5,-3,-3,23,3,-3,6
Cc1ccccc1-n1c(C)cc(/C=C2/C(=N)N3C(c4ccccc4)=CSC3=NC2=O)c1C,0,-6,-0.8,-3,-40,-29,7,3,-19,0
COc1cc(/C=C/C(=O)OCC(=O)N(C)CC(=O)Nc2ccc(F)cc2)ccc1OC(F)F,3,-9,0.0,-2,-15,-9,0,-4,-13,0
Cc1ccc(CSc2nnc(-c3ccc(S(=O)(=O)N4CCCC4)cc3)o2)cc1,-4,11,0.7,-9,-2,1,2,-2,3,0
Cc1sc2ncn(CC(=O)N3CCN(c4ccc(F)cc4)CC3)c(=O)c2c1S(=O)(=O)N1CCOCC1,2,-2,0.1,-2,-7,0,-8,3,4,2
CCn1ncc(Br)c1C(=O)Nc1ccccc1C(=O)OC,1,11,0.5,1,1,4,3,7,-5,0
CCOC(=O)c1[nH]c(C)c(CN(CCc2ccc(OC)c(OC)c2)C(=O)CCCC(=O)O)c1C,8,-2,0.1,0,5,1,7,0,-3,3
Cc1cccc(NS(=O)(=O)c2cn(C)c(=O)n(C)c2=O)c1C,-3,1,0.5,1,-1,0,-1,5,0,-2
COc1ccc2nc3c(cc2c1)c(NC(=O)c1cccs1)nn3CC(C)C,-4,1,-10,-9,-356,-325,17,1,3,0
CSc1ccccc1C(=O)OCC(=O)N1CCN(C(C)=O)CC1,3,-2,0.0,10,-4,0,-4,-6,-1,4
CN(C(=O)COC(=O)/C=C/c1cccs1)C1CCCCC1,0,-4,-0.9,-2,0,3,2,-1,13,2
CC1Cc2ccccc2N1C(=O)CN(C)CC(=O)Nc1ccc(F)cc1 (stereo not given),0,-3,-0.1,-5,-3,4,-3,-7,9,-1
COC(=O)[C@]12C[C@H](CC(=O)NCCc3ccccc3OC)C(=O)N(Cc3ccccc3)C1=C[C@H](C1CCCC1)O[C@@H]2C,9,1,-0.5,-1,-3,0,5,2,-12,-2

# Pulled by compound from the entries so far, 4 records:
SMILES,DDE Tn7 FP inh,ARFGAP1 inhibitor,KLK7 zymogen act,DDE Tn6 FP inh,PLCb3 inh,PLC-gamma1 inh,ASAP1 inh,Rev-erbA mod,HGIII-sPLA2 inh,UHRF1 MBD2 ctr
CCOC(=O)c1[nH]c(C)c(CN(CCc2ccc(OC)c(OC)c2)C(=O)CCCC(=O)O)c1C,8,-2,0.1,0,5,1,7,0,-3,3
COC(=O)[C@]12C[C@H](CC(=O)NCCc3ccccc3OC)C(=O)N(Cc3ccccc3)C1=C[C@H](C1CCCC1)O[C@@H]2C,9,1,-0.5,-1,-3,0,5,2,-12,-2
CC1Cc2ccccc2N1C(=O)CN(C)CC(=O)Nc1ccc(F)cc1 (stereo not given),0,-3,-0.1,-5,-3,4,-3,-7,9,-1
Cc1ccc(CSc2nnc(-c3ccc(S(=O)(=O)N4CCCC4)cc3)o2)cc1,-4,11,0.7,-9,-2,1,2,-2,3,0

# More records.
SMILES,DDE Tn7 FP inh,ARFGAP1 inhibitor,KLK7 zymogen act,DDE Tn6 FP inh,PLCb3 inh,PLC-gamma1 inh,ASAP1 inh,Rev-erbA mod,HGIII-sPLA2 inh,UHRF1 MBD2 ctr
Cc1ccc(-c2cc(NC(=O)c3ccccc3[N+](=O)[O-])n[nH]2)cc1,-3,-9,0.5,0,-4,3,-8,-2,-13,-4
COc1ccccc1NS(=O)(=O)c1cc(C(=O)N2CCCCCC2)ccc1C,2,-13,0.4,-1,-3,-2,1,-5,4,0
Cc1nnc(SCC(=O)N(C)c2c(N)n(Cc3ccccc3)c(=O)[nH]c2=O)n1Cc1ccccc1,5,4,0.0,5,-6,2,13,-5,3,0
CSCCC(NC(=O)c1ccc(Cl)cc1)C(=O)NC(C)(C)C (stereo not given),1,4,0.1,2,1,-1,-22,-4,7,-1
S=C(Nc1cccc(Cl)c1Cl)N1CCCC1,1,-6,0.0,-1,0,1,-9,-5,4,0
Cc1cccc(C(=O)Nc2nnc(SCC(=O)NC3CC3)s2)c1,-1,-2,0.1,-5,-5,-6,9,-5,-1,0
CN(C)S(=O)(=O)c1cccc(C(=O)N/N=C\c2cccc(C#N)c2)c1,-2,.,0.2,-5,-1,-2,.,-8,3,-1
CCCN(Cc1nnc(-c2ccccc2Cl)o1)C(=O)c1cc(S(=O)(=O)N2CCOCC2)ccc1F,-3,9,0.3,0,-1,0,4,-2,-3,-1
Cc1ccc(CC2C(=O)N(c3nc(C)cc(C)n3)C(=O)C2C)cc1 (stereo not given),6,-6,0.1,2,-6,-1,-8,-3,5,3
Cn1c(=O)c(-c2cccc(Cl)c2)c(O)c2ccccc21,1,-1,0.2,-3,-45,-42,-12,-3,-3,7

# Some of these compounds in order of count of non-hydrogen atoms, ascending:
SMILES,DDE Tn7 FP inh,ARFGAP1 inhibitor,KLK7 zymogen act,DDE Tn6 FP inh,PLCb3 inh,PLC-gamma1 inh,ASAP1 inh,Rev-erbA mod,HGIII-sPLA2 inh,UHRF1 MBD2 ctr
Cc1ccc(CC2C(=O)N(c3nc(C)cc(C)n3)C(=O)C2C)cc1 (stereo not given),6,-6,0.1,2,-6,-1,-8,-3,5,3
CN(C)S(=O)(=O)c1cccc(C(=O)N/N=C\c2cccc(C#N)c2)c1,-2,.,0.2,-5,-1,-2,.,-8,3,-1
CCCN(Cc1nnc(-c2ccccc2Cl)o1)C(=O)c1cc(S(=O)(=O)N2CCOCC2)ccc1F,-3,9,0.3,0,-1,0,4,-2,-3,-1

# Next part.
SMILES,DDE Tn7 FP inh,ARFGAP1 inhibitor,KLK7 zymogen act,DDE Tn6 FP inh,PLCb3 inh,PLC-gamma1 inh,ASAP1 inh,Rev-erbA mod,HGIII-sPLA2 inh,UHRF1 MBD2 ctr
COc1ccc(NC(=O)c2nc3nccc(C)n3n2)cc1S(=O)(=O)N1CCOCC1,-3,2,-0.1,-7,-2,5,3,1,-1,-1
COc1ccc(/C=N/OCC(=O)NC(c2ccccc2)c2ccccc2)cc1OC,2,4,-0.1,7,2,0,-11,3,-10,-1
O=C(O)CN1C(=O)c2cccc3c(Br)ccc1c23,5,7,1.4,3,-318,-235,-3,-7,-2,-3
Cc1ccc(S(=O)(=O)N(C)C)cc1NC(=O)C(C)N(C)Cc1sccc1C (stereo not given),6,9,0.3,-2,-6,2,9,-2,-7,-2
O=C(Oc1cccc([N+](=O)[O-])c1)c1ccc2c(=O)n3c(nc2c1)CCC3,0,-12,0.2,-4,-4,0,-1,2,0,1
Cc1nc2c(C(=O)NCc3cccs3)cnn2c(C)c1Cc1ccc(F)cc1,-1,2,-0.3,5,-12,-6,9,3,1,1
O=C(c1ccc(Br)cc1)C(CN1CCOCC1)c1ccccc1 (stereo not given),2,-1,-0.4,-1,-4,1,11,1,7,4
O=C(O)c1ccc2c(c1)C(=O)N(c1cccc(-c3nc4ccccc4s3)c1)C2=O,-9,5,0.5,-6,-243,-182,8,-9,10,1
COc1ccc(/C=C/C(=O)NC(=S)NNC(=O)c2ccco2)cc1OC,9,-6,-0.3,3,-36,-17,6,2,20*,-1
COCC(=O)N1CCCC(C)(C(=O)Nc2cccc(Oc3ccccc3)c2)C1 (stereo not given),-3,5,-0.8,-3,-1,0,-6,-6,-2,-1
COc1ccccc1NS(=O)(=O)c1cc(NC(=O)C(C)NC(N)=O)ccc1N1CCCC1 (stereo not given),5,0,-0.1,3,-7,-4,-1,7,-2,-3
O=C(CCN1C(=O)c2ccccc2C1=O)C1=NN[C@@H]2C(=O)N(c3ccc4c(c3)OCCO4)C(=O)[C@H]12,-3,-6,-0.1,-2,-4,0,-8,3,0,-1
O=C1CC(Sc2ccc(Cl)cc2)C(=O)N1Cc1ccncc1 (stereo not given),3,-9,0.0,-2,-5,1,7,3,1,1

# From PubChem BioAssay
